bIAP inh: intestinal alkaline phosphatase (bovine) inhibition; purified bovine IAP, CDP-star luminescence, 30 min; inhibition, % at 20 µM; 190,000 tested, under 10 active; AID 1019;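 active = over 50% inhibition of intestinal alkaline phosphatase at 20 µM in the single-dose screen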
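Incubation: 30 min reaction at room temperature / Material: purified bovine intestinal alkaline phosphatase (IAP) enzyme / Input: enzyme at 1/65,000,000 dilution / Dosing: 20 µM single dose / Signal: CDP-star luminescence signal / Reagent: CDP-star chemiluminescent phosphatase substrate, 30 µM final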
Diaph act CS: activates diaphorase or chemically reduces, flagging diaphorase assay artifacts; Diaphorase/resazurin coupled assay, resorufin fluorescence, 16 min; hits give high values; 1 = vehicle wells, 0 = NADH-free wells; activation factor at 20 µM; hit rate 0.005% among 190,000; AID 1229;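 active = diaphorase activity raised at least twofold by the compound at 20 µM; inactive = activation factor below 2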
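Material: purified diaphorase enzyme from Clostridium kluyveri / Medium: HEPES pH 7.4 buffer with MgCl2 and Tween 20 / Schedule: enzyme reaction of 16 min at room temperature / Measured by: resorufin fluorescence, excitation 544 nm, emission 590 nm / Evaluation: rise in resorufin formation, marking diaphorase activation or chemical reduction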
bIAP activator: increases bovine intestinal alkaline phosphatase activity; purified bovine IAP, CDP-star luminescence, 30 min; hits give high values; fold of DMSO-control signal, blank-subtracted; activation factor at 20 µM; hit rate 0.17% among 200,000; AID 1016;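 active = activation factor of 2 or more at 20 µM, a signal rise over negative controls twice the positive control's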
Diaph inh CS: counter-screen for diaphorase-based assays: diaphorase inhibitors and chemical oxidizers. hit rate 0.69% among 190,000. diaphorase resazurin-to-resorufin fluorescence, NADH, 16 min; bacterial (C. kluyveri) enzyme, not human. inhibition, % at 20 µM;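 active = primary screen inhibition at 20 µM above a set limit, cut at about 50% in these data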;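 note: plate controls were DMSO with full reaction for no effect and wells lacking NADH for full effect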
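Assay system: diaphorase enzyme from Clostridium kluyveri. Quantity: enzyme working solution with 0.14 U/mL diaphorase. Schedule: reaction incubation of 16 min at room temperature. Technique: resorufin fluorescence, excitation 544 nm, emission 590 nm. Controls: No-NADH positive control and DMSO neutral control.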
TNAP act hi DEA: TNAP (human) activation, high acceptor; activation factor at 20 µM; 200,000 tested, under 10 active; purified TNAP, CDP-star luminescence, 1 M DEA, 30 min; hits give high values; 0 = EDTA background, 1 = DMSO-only activity;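 active = activation factor at least 2 at 20 µM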
Target sequence (P05186 whole entry, looked up): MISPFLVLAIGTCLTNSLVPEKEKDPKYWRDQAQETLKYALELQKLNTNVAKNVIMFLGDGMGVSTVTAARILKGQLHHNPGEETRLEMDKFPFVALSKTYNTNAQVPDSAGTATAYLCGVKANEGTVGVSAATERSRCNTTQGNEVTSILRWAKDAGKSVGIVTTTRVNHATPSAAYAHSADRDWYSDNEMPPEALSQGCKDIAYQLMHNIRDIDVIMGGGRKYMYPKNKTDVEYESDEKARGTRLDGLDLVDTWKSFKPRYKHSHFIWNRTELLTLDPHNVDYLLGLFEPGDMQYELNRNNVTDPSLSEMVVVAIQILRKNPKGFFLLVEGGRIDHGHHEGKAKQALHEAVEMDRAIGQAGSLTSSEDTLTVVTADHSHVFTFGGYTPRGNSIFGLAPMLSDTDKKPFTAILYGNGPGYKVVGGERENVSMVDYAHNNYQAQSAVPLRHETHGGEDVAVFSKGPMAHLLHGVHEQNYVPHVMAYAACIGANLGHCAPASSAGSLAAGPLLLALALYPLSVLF
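Control set: EDTA negative control, DMSO positive control / Assay system: human TNAP / Quantity: TNAP 1/800 final / Evaluation: TNAP activation factor scaled between EDTA and DMSO control wells / Measured by: luminescent substrate turnover signal / Compound dosing: one dose, 20 µM / Times: 30 min enzyme reaction at room temperature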
PMI activator: phosphomannose isomerase (human) activation; P34949; purified human PMI, coupled resazurin fluorescence, 20 min; hits give high values; 1 = vehicle control, 0 substrate-free wells; activation factor at 20 µM; hit rate 0.005% among 190,000; AID 1214;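 active = activation factor of 2 or more at 20 µM, relative to plate controls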
Target sequence (P34949 whole entry, looked up): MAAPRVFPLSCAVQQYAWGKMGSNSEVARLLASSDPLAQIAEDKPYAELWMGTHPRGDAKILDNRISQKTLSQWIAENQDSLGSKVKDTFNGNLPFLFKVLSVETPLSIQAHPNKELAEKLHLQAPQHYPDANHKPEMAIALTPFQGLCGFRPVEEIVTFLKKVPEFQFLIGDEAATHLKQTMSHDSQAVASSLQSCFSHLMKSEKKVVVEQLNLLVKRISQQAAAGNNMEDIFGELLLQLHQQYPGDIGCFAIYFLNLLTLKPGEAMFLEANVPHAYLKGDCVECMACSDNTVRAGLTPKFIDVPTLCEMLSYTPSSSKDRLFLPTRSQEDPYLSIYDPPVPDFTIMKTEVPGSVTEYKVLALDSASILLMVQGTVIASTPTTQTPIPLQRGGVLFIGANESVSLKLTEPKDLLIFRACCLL
TNAP inh no acc: inhibitors of human TNAP without phosphate acceptor; AID 1012; hit rate 0.26% among 200,000; inhibition, % at 20 µM; P05186; purified TNAP, CDP-star luminescence, 30 min;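 active = tissue-nonspecific alkaline phosphatase inhibition above about 50% at 20 µM in the single-dose screen, limit read from the data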;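 note: 0% = DMSO negative control and 100% = EDTA positive control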
L major viab: reduces viability of Leishmania major promastigotes | resazurin fluorescence viability | AID 1063 | inhibition, % at 10 µM | hit rate 9% among 200,000; in the data active = inhibition above about 50%;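 note: promastigotes grown with compound for 44 hours at 28 °C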
PMI act hi M6P: increases human PMI activity with near-saturating mannose 6-phosphate | coupled PMI enzyme assay, resazurin fluorescence, 20 min; hits give high values; 1 = untreated enzyme, 0 = substrate-free blank | hit rate 0.34% among 190,000 | activation factor at 20 µM | P34949;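 active = activation factor of 2 or more at 20 µM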
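Material: human phosphomannose isomerase with PGI, G6PDH, diaphorase coupling enzymes; amount: PMI at 15 ng/mL final; also added: Mannose-6-phosphate 1.0 mM (near-saturating) plus 0.22 mM NADP+; incubation: enzyme reaction with compound 20 min at room temperature; signal: resorufin fluorescence (Ex 544/Em 590 nm) from resazurin via diaphorase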
TNAP inh hiacc: TNAP (human) inhibition, high acceptor; purified TNAP, CDP-star luminescence, 1 M DEA; inhibition, % at 20 µM; hit rate 0.03% among 200,000;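 active = over 50% inhibition of tissue-nonspecific alkaline phosphatase at 20 µM in the single-dose screen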;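 note: plate controls were DMSO wells for no effect and EDTA-quenched wells as full inhibition for full effect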
Active calls of the source: *; x = no result given.

SMILES | bIAP inh | Diaph act CS | bIAP activator | Diaph inh CS | TNAP act hi DEA | PMI activator | TNAP inh no acc | L major viab | PMI act hi M6P | TNAP inh hiacc
Cc1cc(C(=O)COC(=O)c2ccc(N)c([N+](=O)[O-])c2)c(C)n1-c1ccc2c(c1)OCO2 | 13 | 0.8 | 0.9 | 23 | 1 | 0.9 | -8 | 71* | 0.8 | 0
CN1CCN(CC(=O)N(Cc2c(C#N)c3ccccc3n2C)c2ccccc2)CC1 | -3 | 0.8 | 1 | 17 | 1 | 0.8 | -9 | 100* | 0.8 | -2
Cc1cccc(NC(=O)CSc2ccc(-c3ccco3)nn2)c1C | 1 | 0.9 | 1 | 14 | 1 | 0.9 | -4 | -2 | 0.9 | -2
O=[N+]([O-])c1ccc(COn2nnc3ccccc32)cc1 | -11 | 0.9 | 1.1 | 6 | 1 | 1.1 | -7 | 1 | 1 | -3
CCn1c(=O)n(CC)c2cc(S(=O)(=O)Nc3ccccc3C)c(C)cc21 | 5 | 0.9 | 0.9 | 15 | 1 | 1 | -8 | 1 | 0.9 | -2
Cc1ccc(C(O)(COC(=O)C(C)C)COC(=O)C(C)C)c(O)c1 | -23 | 1.1 | 1.2 | -12 | 1 | 0.9 | -7 | 60* | 1 | -3
COC1=C(Nc2ccc(O)cc2)C(=O)c2ccccc2C1=O | 0 | 0.6 | 1 | 36 | 0.8 | 0.9 | 24 | 53* | 0.5 | 17
Brc1ccc(-c2noc(CCc3ccccc3)n2)o1 | 17 | 0.9 | 0.8 | 12 | 1.1 | 1 | 14 | -2 | 1 | -7
CCCNC(=O)NC(=O)CSc1nc2cc(C(=O)OC)ccc2c(=O)n1-c1ccccc1 | 13 | 0.8 | 0.9 | 15 | 1.1 | 0.8 | -8 | 6 | 0.9 | -7
CCOCCCNC(=O)C(c1ccccc1)N(Cc1ccc2c(c1)OCO2)C(=O)c1ccccc1O (stereo unspecified) | -8 | 0.9 | 1.1 | 8 | 1.1 | 1.1 | -8 | -1 | 1 | -6
O=Cc1c(-c2ccc(F)cc2)nc2ccccn12 | -2 | 1.1 | 1 | -13 | 1 | 1.1 | -12 | -2 | 1.1 | -3
Cc1ccc(S(=O)(=O)N/N=C/c2ccc(O)c(O)c2)cc1[N+](=O)[O-] | -11 | 0.6 | 1.1 | 42 | 1 | 0.8 | 67* | -21 | 1.2 | 2
N#CC1=C2Sc3ccccc3N2CCCC1=O | 1 | 1 | 1 | -4 | 1.1 | 1 | -8 | -7 | 1.1 | -5
CCn1cc(Cl)c(C(=O)N2N=C(c3ccc4ccccc4c3)CC2c2ccccc2O)n1 (stereo unspecified) | -4 | 0.8 | 1 | 23 | 1 | 0.9 | -1 | 73* | 0.9 | 0
CCCCC(CC)C(=O)NCc1ccccc1OC (stereo unspecified) | 5 | 0.9 | 0.9 | 5 | 1.1 | 1.1 | 9 | -2 | 1 | -9
Cc1nc2ccccc2c(=O)n1NC(=O)c1ccccc1Cl | 0 | 1 | 1 | -1 | 1 | 1 | -4 | 1 | 1 | 2
CCCNC(=O)CSc1nc(COc2ccccc2)nc2ccccc12 | 5 | 0.9 | 1 | 6 | 1 | 1 | -5 | -3 | 1 | 2
O=C(O)c1ccccc1OCCOCCOc1ccccc1C(=O)O | 6 | 0.9 | 0.9 | 14 | 1.1 | 0.9 | -15 | -10 | 1 | -6
CCN(CC)S(=O)(=O)c1ccc2oc(SCC3CN=C(c4ccc(OC)cc4)S3)nc2c1 (stereo unspecified) | 0 | 0.8 | 1 | 18 | 1 | 1 | -6 | 8 | 1 | -1
O=C1Nc2cc(Cl)c(Cl)cc2N(O)N1c1ccccc1Cl | 1 | 0.9 | 1 | 11 | 1 | 1.2 | -9 | -7 | 1.1 | -1
O=C(NCCc1c[nH]c2ccccc12)/C(=C/c1cccnc1)NC(=O)c1cccs1 | 13 | 1 | 0.9 | 0 | 1 | 1 | -3 | -2 | 1 | 1
Cc1ccc(COc2ccsc2-c2n[nH]c(=S)n2C)cc1 | -8 | 0.9 | 1.1 | 11 | 1 | 1 | 10 | -6 | 1 | 3
CC(NC(=O)Nc1ccccc1)C(c1cccs1)N1CCOCC1 (stereo unspecified) | 4 | 1.1 | 1 | -5 | 1 | 1.1 | -12 | -1 | 1.1 | -4
C=CCN(CC=C)C(=S)NC(=O)c1ccc([N+](=O)[O-])cc1 | 11 | 0.8 | 0.9 | 16 | 1 | 0.9 | -19 | 2 | 0.9 | 1
COc1cccc(CNC(=O)c2ccc(CS(=O)(=O)Cc3ccc(C)cc3)o2)c1 | 14 | 0.8 | 0.9 | 15 | 1 | 1 | -11 | 5 | 0.9 | 1
CCCNc1ncnc2sc(C)c(C)c12 | 7 | 0.9 | 0.9 | 13 | 1 | 0.9 | -8 | 15 | 0.9 | -2
Cc1ccc(Nc2nc(Cl)nc(N(C)C#N)n2)cc1 | 4 | 0.9 | 1 | 7 | 1 | 1 | 3 | 97* | 1 | -3
CCC(Sc1nc2c(c(=O)[nH]1)CCC2)C(=O)Nc1cccc(OC)c1 (stereo unspecified) | 10 | 0.7 | 0.9 | 29 | 1.1 | 0.8 | -13 | -5 | 0.8 | -6
O=C(c1cc(Cl)ccc1Cl)N1CCN(c2ccccn2)CC1 | 0 | 0.9 | 1 | 11 | 1 | 1 | -7 | 12 | 1 | 1
CC(C)Nc1nc(-c2ccncc2)nc(-c2ccc(Cl)cc2)c1C#N | 1 | 1 | 1 | 4 | 1 | 0.9 | -9 | 9 | 0.9 | 0
Cc1cc(C)c(NC(=O)C2CCCN2C)c(C)c1 (stereo unspecified) | 6 | 0.9 | 0.9 | 6 | 1 | 1.1 | -8 | -7 | 1.1 | 1
CCCNC(=O)COC(=O)c1ccc(-c2ccccc2)cc1 | 2 | 1 | 1 | 4 | 1 | 1 | -11 | -4 | 1 | -4
Clc1ccc(CCNc2nc3ccccc3n3nnnc23)cc1 | 42 | 1 | 0.6 | -2 | 1.1 | 1.1 | 20 | -5 | 1.1 | -6
O=C(CCS(=O)(=O)c1cccc2nonc12)NCCc1ccccc1 | 16 | 0.8 | 0.8 | 16 | 1 | 0.9 | -9 | -6 | 0.9 | -3
COc1nc(Nc2cccc([N+](=O)[O-])c2)nc(OC)n1 | 0 | 0.9 | 1 | 14 | 1 | 0.9 | -13 | -7 | 0.9 | -3
COc1cc(C(=O)Nc2ccccc2N2CCN(S(C)(=O)=O)CC2)cc(OC)c1OC | 8 | 0.8 | 0.9 | 16 | 1 | 0.8 | -4 | 5 | 0.8 | 0
COC(=O)c1ccc(NC(=O)C2C3C=CC(O3)C2C(=O)O)cc1 (stereo unspecified) | 0 | 1 | 1 | 4 | 1 | 1 | -10 | -3 | 1 | -1
CCNC(=O)NC(=O)C(C)Sc1nc2cc(C(=O)OC)ccc2c(=O)n1-c1ccccc1 (stereo unspecified) | -2 | 0.8 | 1 | 15 | 1 | 0.9 | -9 | 2 | 0.9 | 1
CCCCNS(=O)(=O)c1ccc(OC)c2ncccc12 | 11 | 0.9 | 0.9 | 15 | 1 | 0.9 | -11 | -4 | 0.9 | -4
O=C(COC(=O)Cc1ccc(Cl)cc1Cl)Nc1ccccc1OC(F)F | 1 | 0.8 | 1 | 20 | 1 | 1 | 1 | -3 | 1 | -4
CC1CC(C)CN(S(=O)(=O)c2ccc(C(=O)N3CCN(c4ccccc4)CC3)cc2)C1 (stereo unspecified) | 13 | 0.9 | 0.9 | 13 | 1 | 1 | 12 | 18 | 1 | -2
O=C(O)Cc1ccc(NC(=O)c2ccc(NC(=O)c3ccco3)cc2)cc1 | 2 | 0.9 | 1 | 10 | 1 | 0.9 | -10 | -5 | 0.9 | -1
CCOc1cc(/C=C2/NC(=O)N(CC(=O)Nc3cccc(C)c3)C2=O)ccc1OC | -2 | 0.9 | 1 | 7 | 1.1 | 0.9 | -12 | -2 | 0.9 | -6
Cc1ccnc(N2CCCC(C(=O)NCc3cccs3)C2)n1 (stereo unspecified) | 7 | 1 | 0.9 | 4 | 0.9 | 1 | 0 | 2 | 1 | 6
COc1cc2c(cc1OC)C(=O)N(C)CC2 | 5 | 1 | 1 | 4 | 1 | 0.9 | -7 | -11 | 1 | -3
CCOc1cc(/C=N\NC(=O)CC(=O)NCCc2ccccc2)ccc1O | -7 | 1 | 1.1 | 4 | 1 | 1 | -5 | 1 | 0.9 | -4
CC(NC(=O)C1c2ccccc2Oc2ccccc21)C1CCCO1 (stereo unspecified) | -8 | 1 | 1.1 | -3 | 1.1 | 1 | -10 | -4 | 1.1 | -5
CCOc1ccccc1NC(=O)CSc1ncnc2c1oc1ccccc12 | 10 | 1 | 0.9 | -4 | 1 | 1 | -9 | 7 | 1 | -4
CCN1CCN(C(=O)c2ccc(OC)c(S(=O)(=O)Nc3ccc(C)cc3)c2)CC1 | 2 | 0.9 | 1 | 8 | 1.1 | 1 | -7 | -5 | 1 | -7
CCC(C)(C)N=C(NC#N)Nc1cccnc1 | 1 | 0.4 | 1 | 60* | 1.1 | 1 | -7 | x | 1 | -6
O=C(COC(=O)/C=C/c1ccco1)NCc1ccccc1 | -2 | 1 | 1 | 2 | 1 | 1 | -6 | 6 | 1 | -1

Source: PubChem BioAssay
